Assay outcomes deposited in PubChem by several laboratories.
Rv3671c protease = inhibitors of M. tuberculosis serine protease Rv3671c; hit rate 0.048% among 320,000; inhibition, % at 5.96 µM; P9WHR9; AID 2606; in the data active = inhibition above about 38%;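 note: extracellular domain of Rv3671c used as enzyme; 0% = enzyme with DMSO and 100% = no enzyme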
FadD28 binding = inhibitors of Mycobacterium tuberculosis FadD28 bisubstrate binding. FadD28 bisubstrate probe binding, fluorescence polarization. inhibition, % at 12.5 µM. hit rate 0.22% among 360,000. AID 588549; in the data active = inhibition above about 8.5%, passing the limit was not always enough; inconclusive = no clear call, values can overlap the other calls
BoNT F protease = blocks Botulinum neurotoxin F light chain protease. Multiplex microsphere protease cleavage assay, flow cytometry. inhibition, % at 10 µM. hit rate 0.22% among 360,000. AID 588497; in the data active = inhibition above about 35%, passing the limit was not always enough; inconclusive = no clear call, values can overlap the other calls; note: plate controls were buffer without enzyme for full effect and enzyme alone for no effect
GDH-TPI counter = inhibits GDH-TPI coupling enzymes, artifact for Mtb FBA screen; GDH-TPI coupled enzyme counterscreen, NADH absorbance; inhibition, % at 4.8 µM; hit rate 1.2% among 360,000; in the data active = inhibition above about 30%;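 note: 0% = DMSO wells and 100% = wells lacking the enzyme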
MazEF act = increases E. coli MazEF RNase cleavage of RNA. FAM/BHQ RNA-DNA oligo cleavage fluorescence, 5 h. P0AE70. activation, % at 20 µM. AID 504720. hit rate 0.32% among 350,000; in the data active = activation above about 50%
Target sequence (P0AE70 whole entry, looked up): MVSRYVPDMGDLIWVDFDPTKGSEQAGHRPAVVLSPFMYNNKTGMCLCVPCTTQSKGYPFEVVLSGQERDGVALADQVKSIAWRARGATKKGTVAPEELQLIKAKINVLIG
Mtb BioA inh = BioA (M. tuberculosis) enzyme inhibition. purified M. tuberculosis BioA enzyme, plate reader. inhibition, % at 9.99 µM. hit rate 0.096% among 360,000; in the data active = inhibition above about 40%; inconclusive = no clear call, values can overlap the other calls
PrPC TRFRET = reduces human prion protein on the cell surface; P04156; inhibition, % at 13.8 µM; cell surface PrPC, TR-FRET read-out; hit rate 0.43% among 370,000; in the data active = inhibition above about 24%; note: 0% = median of the test wells and 100% = reference compound wells
FBA Mtb inh = inhibits M. tuberculosis FBA enzyme; inhibition, % at 1 µM; P9WQA3; hit rate 2.3% among 360,000; purified M. tuberculosis FBA, fluorescence read-out; in the data active = inhibition above about 27%;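 note: 0% = vehicle and 100% = reference inhibitor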
Target sequence (P9WQA3 whole entry, looked up): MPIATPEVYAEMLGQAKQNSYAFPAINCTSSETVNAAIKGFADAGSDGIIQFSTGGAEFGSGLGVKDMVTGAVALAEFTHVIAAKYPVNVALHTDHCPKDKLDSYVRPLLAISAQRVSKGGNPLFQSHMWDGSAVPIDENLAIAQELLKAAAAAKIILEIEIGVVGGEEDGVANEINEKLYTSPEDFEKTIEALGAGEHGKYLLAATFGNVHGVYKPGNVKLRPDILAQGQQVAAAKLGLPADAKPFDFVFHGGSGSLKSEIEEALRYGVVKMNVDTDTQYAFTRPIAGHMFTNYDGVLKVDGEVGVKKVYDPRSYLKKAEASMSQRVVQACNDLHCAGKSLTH
Mtb UGM inh = blocks M. tuberculosis UGM enzyme; AID 504406; P9WIQ1; purified UGM, fluorescence polarization probe displacement; inhibition, % at 10 µM; hit rate 0.06% among 320,000; in the data active = inhibition above about 10%, passing the limit was not always enough; inconclusive = no clear call, values can overlap the other calls
Target sequence (P9WIQ1 whole entry, looked up): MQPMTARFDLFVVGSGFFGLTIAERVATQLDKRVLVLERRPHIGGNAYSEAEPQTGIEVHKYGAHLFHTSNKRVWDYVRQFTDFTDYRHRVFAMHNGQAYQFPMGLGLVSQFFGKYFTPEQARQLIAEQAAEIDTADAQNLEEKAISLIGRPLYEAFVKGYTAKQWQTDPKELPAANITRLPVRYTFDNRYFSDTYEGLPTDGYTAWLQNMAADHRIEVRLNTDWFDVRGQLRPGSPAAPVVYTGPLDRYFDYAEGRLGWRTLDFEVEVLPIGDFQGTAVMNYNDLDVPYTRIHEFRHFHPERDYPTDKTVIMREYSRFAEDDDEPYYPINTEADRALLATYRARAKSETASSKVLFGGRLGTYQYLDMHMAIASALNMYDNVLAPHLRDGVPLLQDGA
* = called active by the depositor; ? = inconclusive; . = no result given. Not a hit list; about 4.8% have a hit in one of these screens.

SMILES	Rv3671c protease	FadD28 binding	BoNT F protease	GDH-TPI counter	MazEF act	Mtb BioA inh	PrPC TRFRET	FBA Mtb inh	Mtb UGM inh
CCOc1ccccc1NC(=O)C1CCCN(S(=O)(=O)c2ccc(OC)c(C)c2)C1 (stereo unspecified)	1	-3.4	-2	-5	-1	-1.2	-2	-1	-2.4
O=C(O)/C=C/C(=O)NC1CCCCC1	3	-1.9	-2	16	6	1.3	-5	0	0.4
Cc1ccccc1NC(=O)NC1(C(=O)N2CCN(C)CC2)CCCCC1	-2	-4.4	-15	-10	12	.	-12	-4	0.3
COc1ccccc1NC(=O)CSc1nnc(-c2ccncc2)n1CC1CCCO1 (stereo unspecified)	0	-2.4	-20	7	-4	1.0	0	1	1.9
Cc1ccc(N2CCN(/N=C/c3ccncc3)CC2)cc1	2	-0.1	-3	-2	3	0.5	11	-2	1.1
CCOc1ccc(CNC(=O)c2ccco2)cc1	-1	-1.2	-5	-7	0	2.6	4	-5	-0.4
O=C(c1ccc2c(c1)OCO2)N1CCCN(C(=O)c2ccc3c(c2)OCO3)CC1	2	-2.4	2	5	1	18	-2	4	-1.8
NNC(=O)Cn1nc(-c2ccccc2)c2ccccc2c1=O	.	-0.6	0	-3	-3	0.7	7	3	-0.1
CCOC(=O)C1(CC2CCCCO2)CCN(Cc2cc3ccccc3[nH]2)CC1 (stereo unspecified)	0	0.8	-9	5	-14	.	-3	-1	-1.2
Brc1cccc(/C=N\n2cnnc2)c1	-3	1.8	-3	-4	5	2.1	6	2	1.5
Cc1ccc(C)c(N(C(=O)c2ccco2)C(C(=O)NC2CCCC2)c2ccco2)c1 (stereo unspecified)	-2	-0.2	-20	3	6	-2.3	10	-1	1.7
Cc1ccc(S(=O)(=O)N2CCC(C(=O)NC3CC(C)(C)NC(C)(C)C3)CC2)cc1C	0	-1.2	2	4	2	-2.5	9	2	3.8
NC(=O)Cn1cnc2nc3n(c2c1=O)CCC3	0	-1.7	-4	2	8	.	5	-2	-1.7
O=S(=O)(c1ccc2c(c1)CCCC2)N1CCNCC1	-7	0.3	-4	7	1	-0.4	4	1	3.7
CCC(C)N1CCN(C(=O)c2cc(OC)cc(OC)c2)CC1 (stereo unspecified)	-1	-2.7	10	-3	5	0.6	1	1	-0.8
COC(=O)C(C(C)C)N(Cc1cc(OC)cc(OC)c1)S(=O)(=O)CCl (stereo unspecified)	.	-4.3	2	7	1	-0.3	4	-4	.
CCCN(CCO)Cc1cccc(Oc2ccccc2)c1	1	-3.4	1	4	2	0.9	2	0	-3.4
COc1ccc(NC(=O)N(C)C[C@H]2Oc3ccc(NS(=O)(=O)c4ccc(OC)cc4)cc3C(=O)N([C@H](C)CO)C[C@@H]2C)cc1	0	0.1	-2	5	7	1.7	-6	3	-6.1
COc1cc(/C=N/NC(=O)c2cc(-c3c(C)nn(-c4ccccc4)c3C)n[nH]2)ccc1O	-10	-5.4	-9	33*	8	1.5	0	-1	0.2
COc1ccc(Oc2nc3ccccc3nc2C(F)(F)F)cc1	3	1.0	-4	9	3	.	4	2	1.7

Whole records from above:
NC(=O)Cn1cnc2nc3n(c2c1=O)CCC3 reads Rv3671c protease: 0; FadD28 binding: -1.7; BoNT F protease: -4; GDH-TPI counter: 2; MazEF act: 8; Mtb BioA inh: .; PrPC TRFRET: 5; FBA Mtb inh: -2; Mtb UGM inh: -1.7
Brc1cccc(/C=N\n2cnnc2)c1 reads Rv3671c protease: -3; FadD28 binding: 1.8; BoNT F protease: -3; GDH-TPI counter: -4; MazEF act: 5; Mtb BioA inh: 2.1; PrPC TRFRET: 6; FBA Mtb inh: 2; Mtb UGM inh: 1.5
Cc1ccc(S(=O)(=O)N2CCC(C(=O)NC3CC(C)(C)NC(C)(C)C3)CC2)cc1C reads Rv3671c protease: 0; FadD28 binding: -1.2; BoNT F protease: 2; GDH-TPI counter: 4; MazEF act: 2; Mtb BioA inh: -2.5; PrPC TRFRET: 9; FBA Mtb inh: 2; Mtb UGM inh: 3.8

Laid out differently: results already given.
CCOc1ccccc1NC(=O)C1CCCN(S(=O)(=O)c2ccc(OC)c(C)c2)C1 (stereo unspecified)
  Rv3671c protease = 1 | FadD28 binding = -3.4 | BoNT F protease = -2 | GDH-TPI counter = -5 | MazEF act = -1 | Mtb BioA inh = -1.2 | PrPC TRFRET = -2 | FBA Mtb inh = -1 | Mtb UGM inh = -2.4

COc1ccc(Oc2nc3ccccc3nc2C(F)(F)F)cc1
  Rv3671c protease = 3 | FadD28 binding = 1.0 | BoNT F protease = -4 | GDH-TPI counter = 9 | MazEF act = 3 | Mtb BioA inh = . | PrPC TRFRET = 4 | FBA Mtb inh = 2 | Mtb UGM inh = 1.7

COc1ccccc1NC(=O)CSc1nnc(-c2ccncc2)n1CC1CCCO1 (stereo unspecified)
  Rv3671c protease = 0 | FadD28 binding = -2.4 | BoNT F protease = -20 | GDH-TPI counter = 7 | MazEF act = -4 | Mtb BioA inh = 1.0 | PrPC TRFRET = 0 | FBA Mtb inh = 1 | Mtb UGM inh = 1.9

NNC(=O)Cn1nc(-c2ccccc2)c2ccccc2c1=O
  Rv3671c protease = . | FadD28 binding = -0.6 | BoNT F protease = 0 | GDH-TPI counter = -3 | MazEF act = -3 | Mtb BioA inh = 0.7 | PrPC TRFRET = 7 | FBA Mtb inh = 3 | Mtb UGM inh = -0.1

Other compounds:
SMILES	Rv3671c protease	FadD28 binding	BoNT F protease	GDH-TPI counter	MazEF act	Mtb BioA inh	PrPC TRFRET	FBA Mtb inh	Mtb UGM inh
COc1cc(NC(=O)c2ccnn2C)c(OC)cc1Cl	-7	-0.9	-1	-2	5	.	2	8	-0.1
O=C(Nc1cccc2ccccc12)OC1C=CS(=O)(=O)C1 (stereo unspecified)	1	-1.5	-14	-5	-6	-2.0	3	0	7.5
COc1ccc(Cl)cc1Nc1nc(NCCO)nc(N2CCCC2)n1	-1	-0.7	9	9	-1	-1.7	-10	0	3.1
NC(=O)c1ccc[n+]([C@H]2O[C@@H](COP(=O)([O-])OP(=O)(O)OC[C@H]3O[C@@H](n4cnc5c(N)ncnc54)[C@H](O)[C@@H]3O)[C@H](O)[C@@H]2O)c1	0	-1.4	-4	-3	0	-1.0	.	1	-5.2
COc1ccc(-c2cn(Cc3ccc(C(N)=O)cc3)c(-c3ccncc3)n2)cc1	-3	0.5	-5	5	3	14	-4	0	-0.5
COC(=O)CN1C(=O)[C@H]2[C@@H](C3CC3)N3C(=O)CN(Cc4ccc(-c5ccccc5)cc4)C(=O)[C@@]3(Cc3ccccc3)[C@H]2C1=O	-2	-1.9	-2	5	-9	-2.0	-2	-3	0.3
COc1ccc(CNC(=O)[C@@H](C)NC(=O)[C@@H]2Cc3ccccc3CN2)cc1	-7	0.7	-18	-2	-1	-1.1	0	2	1.3
CCOC(=O)N/N=C/c1ccc(F)cc1F	-7	-4.4	-6	5	0	.	5	1	-1.7
CC(C)CC(NC(=O)C1CCC(C)CC1)C(=O)NCc1ccccn1 (stereo unspecified)	-5	1.4	27	-3	2	-2.4	1	0	-4.2
CC(NC(=O)CC(c1ccccc1)c1cc(Cl)ccc1O)c1ccccc1 (stereo unspecified)	-20	-6.4	-6	-6	-1	.	0	-3	-1.4
CCOC(=O)c1c(C)c(C(=O)NCCCOC(C)C)c(C)n1C	-2	-1.9	2	-10	6	-1.3	-5	2	-0.4
S=c1[nH]nc(C2(c3ccccc3)CCCC2)o1	-4	-2.7	-8	-4	-18	.	3	-6	3.9
CCOC(=O)c1ccc(N=Cc2cnc(N)nc2N)cc1	.	0.1	4	16	-14	-2.5	9	3	.
O=C(COC(=O)c1ccc(Cl)c(S(=O)(=O)N2CCCC2)c1)NCc1cccs1	-9	-3.1	5	3	10	.	-3	8	-0.8
CCCCNS(=O)(=O)c1ccc(Br)cc1N1CCC[C@H]1CO	.	-3.4	-4	-9	4	10	5	-2	.
Cc1ccc(NC(=O)CSCC(=O)Nc2ccccc2N2CCCCC2)cc1	7	-3.5	-8	14	-2	0.7	7	3	1.7
CCN(CC)CCNS(=O)(=O)c1ccc(/C=C/C(=O)O)cc1	3	0.5	-10	1	5	0.0	-10	1	-2.0
COC(=O)C1=C(C)NC(=O)NC1C1CC=CCC1 (stereo unspecified)	-11	-0.2	1	-3	3	-1.8	2	-2	0.4
COCCn1c(-c2ccc(Br)cc2)nc2oc3cc(OC)ccc3c(=O)c2c1=O	-1	-3.4	-3	12	6	0.9	4	1	0.3
COc1ccc(-c2coc3c(C(=O)NCc4ccc(C(F)(F)F)cc4)cccc23)c(C)c1	.	-1.8	2	-10	.	0.2	3	-1	.
O=C(COc1ccccc1)Nc1ccncc1Cl	-5	-3.4	-2	-6	5	1.4	-1	-3	1.6
Nc1c(C(=O)c2cccs2)oc2ccccc12	-5	0.9	3	7	1	-0.5	-1	2	3.4
CCN(CC)CCCN=C(N)N	2	.	.	.	0	.	0	.	0.9
Cc1nc(Cc2nnc(SCC(=O)N(C)c3ccccc3)o2)cs1	2	-0.7	?	-5	7	-0.5	-2	1	-0.2
COc1ccccc1NC(=S)N(c1ccccc1)C(C)C	-4	0.1	-5	2	-6	-1.2	-6	-2	2.5
CC[C@]12c3[nH]c4ccc(Cl)cc4c3CCN1C(=O)[C@@H](CC(=O)NCCCOC)C[C@@H]2C(=O)N1CCN(C(=O)C2CC2)CC1	.	-0.7	-2	-2	9	-4.4	-7	-1	.
COc1ccc(NC(=O)CSc2nc(N)c(-c3ccccc3)c(=O)[nH]2)cc1	-3	-2.8	0	-7	10	.	3	-1	2.9
Cc1cc(C)n2c(SCC(=O)N(C)C3CCS(=O)(=O)C3)nnc2n1 (stereo unspecified)	-9	1.3	-9	2	9	-1.1	-4	4	2.5
N#C/C(=C\c1ccc(OCc2ccc(C(=O)O)cc2)cc1)C(=O)N1CCOCC1	1	-3.7	3	20	-2	.	6	-1	3.9
Nc1cc(-c2ccc(Cl)cc2)nn1S(=O)(=O)c1ccc(Cl)cc1	3	-2.5	2	7	4	-1.0	5	5	1.6
COc1ccc(OC)c(CCNC(=O)CCc2nnc3ccc(N4CCCCC4)nn23)c1	2	0.2	7	6	18	.	0	7	-2.8
Cc1cc(CNC(=O)C2CCC(=O)N(CCc3cccc(F)c3)C2)on1 (stereo unspecified)	-5	0.5	-2	4	2	-0.7	-6	4	-2.9
CC(=O)N1c2ccc(S(=O)(=O)NCC3CCC(C(=O)Nc4cc(C)ccn4)CC3)cc2CC1C (stereo unspecified)	-2	-3.6	-2	-9	8	0.2	5	-1	1.3
OC(c1ccccc1)c1nc(-c2cccc(F)c2)cs1 (stereo unspecified)	.	-2.5	5	3	.	1.5	7	-5	.
CCCC(c1c(C)n(C)n(-c2ccccc2)c1=O)c1c(C)n(C)n(-c2ccccc2)c1=O	12	0.8	4	6	2	0.5	4	1	0.0
COc1ccc(NC(=S)NCCc2ccccc2)c(OC)c1	-5	-0.5	-11	5	4	-0.5	-1	0	2.3
C=C(C)C1CC=C(C)/C(=N/NC(=O)COc2ccc(Cl)cc2)C1 (stereo unspecified)	-2	0.1	-1	11	7	-2.0	-1	-4	1.1
COC(=O)c1cc(C#N)c(OC(C)C)nc1C	3	-0.7	0	2	9	.	3	-2	1.1
CCOC(=O)C(Cc1ccccc1)NC(=O)CCc1c(C)nc2nc(C)nn2c1C (stereo unspecified)	3	0.0	1	6	1	.	4	3	0.6
Cc1cccc(OCCOC(=O)c2c(-c3ccccc3)noc2C)c1	0	-4.4	-8	-8	2	-1.3	-1	0	0.3
COc1cccc(N2CCN(C(=O)c3cccc(N4C(=O)NC5CC4(C)Oc4c(OC)cccc45)c3)CC2)c1 (stereo unspecified)	8	-2.8	-6	-2	8	-0.2	-4	-5	-1.0
CCOC(=O)C1=C(C)N(CCCCCC(=O)O)C(=O)NC1c1ccccc1Cl (stereo unspecified)	-4	0.5	6	10	2	0.5	1	-2	-2.4
